Source: PubChem BioAssay (National Center for Advancing Translational Sciences (NCATS))
ERK EGF inh – EGF-driven ERK pathway inhibition; hit rate 0.41% among 130,000; Potency, µM (series often up to 11.5 µM), for inactives: top-dose activity change, negative = inhibition, actives largely listed as inhibitors; HEK293-V1b, EGF-stimulated phospho-ERK AlphaScreen; active = well fitted inhibition curve with a large enough effect; inconclusive = small, poorly fitted or top-dose-only effect, or effect the other way;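 also: plate controls were stimulated vehicle wells for no effect and unstimulated vehicle basal for full effect; nearly all actives have a fitted effect of over 55% in size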
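Stably V1b-transfected HEK293 cells; 30 min compound, then EGF 25 nM final for 5 min at 37C; 10 min lysis; phospho-ERK by AlphaScreen after 5 hr beads at room temperature.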
An asterisk follows results filed as active; ? = inconclusive; [ ] = remark or other dose. Potency is read from the fitted curve at half-maximal effect. An excerpt, so the mix of outcomes need not match the whole.

SMILES | ERK EGF inh
CCCCN(C)S(=O)(=O)c1ccc(C(=O)Nc2nnc(C3=COCCO3)o2)cc1 | -2%
CCSc1nnc(CSc2ncccn2)n1C | -3%
CCc1cc(-c2n[nH]c(=S)n2CC)cs1 | 13%
CCOc1ccc(N2C(=O)CSC2c2ccncc2)cc1 (configuration not stated) | -4%
Cc1ccc(NC(=S)N2CCC(C(N)=O)(N3CCCCC3)CC2)c(C)c1 | -1%
Cc1cc(C)nc(CCNC(=O)c2cc(COc3ccc(F)cc3Cl)on2)n1 | -10%
O=c1[nH]c2c(c(=O)[nH]1)CCC2 | -3%
CC(=O)Nc1ccc(Nc2nc(C)c([N+](=O)[O-])c(N(C)c3ccccc3)n2)cc1 | -2%[57.5 µM]
CCNC(=S)N/N=C/c1cccc(/C=N/NC(=S)NCC)c1 | 11%
CCOc1ccc(NC(=S)NC(=O)c2c(Cl)cnn2CC)c([N+](=O)[O-])c1 | 1%
COc1ccc2nc(/N=C(\N)NC(=O)Nc3ccccc3)nc(C)c2c1 | 5%
NC(=O)NOCc1cccc(Cl)c1 | -21%
COc1ccc(C(=O)NCc2ccc3c(c2)cc(C)n3C)cc1 | -7%[57.5 µM]
O=C(Nc1ccc(S(=O)(=O)Nc2ccc(F)cc2)cc1)c1ccc(CN2CCOCC2)cc1 | 9%
COc1ccc(/C=C/c2nc(-c3ccccc3O)n[nH]2)cc1OC | ?
CC(C)CCn1nc(C(=O)Nc2nc3c(s2)CCCC3)c2ccccc2c1=O | 0%
O=C(O)CNC(=O)/C(=C\c1cccc([N+](=O)[O-])c1)NC(=O)c1ccco1 | -12%[57.5 µM]
Cc1cc2cc(CNC(=O)c3ccc(C)c([N+](=O)[O-])c3)ccc2[nH]1 | -2%
Cc1nn(C)c(C)c1N1C(=O)c2cccc3c(N)ccc(c23)C1=O | -5%
CCOC(=O)CC(NC(=O)C1c2ccccc2Oc2ccccc21)c1ccc(C)cc1 (configuration not stated) | -8%
C/C(=N/NC(=O)c1ccccc1)C1=C(O)CC(C)(C)CC1=O | -13%
Cc1ccc(Cn2c(SC(C)C(N)=O)nc3ccccc3c2=O)cc1 (configuration not stated) | 16%
COc1ccccc1C1c2[nH]c3ccccc3c2CCN1Cc1ccc(NC(C)=O)s1 (configuration not stated) | -12%[57.5 µM]
O=C(NCCOc1nc(N2CCCCC2)nc(N2CCCCC2)n1)Nc1ccccc1 | -6%
CCc1ccccc1NC(=O)CN(C)C(=O)Cn1ncc(Cl)c(Cl)c1=O | -1%
Cn1cnnc1Sc1ccc(C(=O)OCC(=O)NC2CC2)cc1[N+](=O)[O-] | -3%
COc1ccc(N2C(=O)C3C(C2=O)C(C(=O)c2ccc(Cl)cc2)N2CCCC32)cc1 (configuration not stated) | 3%[57.5 µM]
Cc1cccc(C2CC3(CC(C)(C)NC(=S)N3)Oc3cc(O)ccc32)c1 (configuration not stated) | 5%
O=C(Nc1ccc2[nH]c(=S)sc2c1)c1ccccc1 | -1%
O=C(c1ccco1)N1CCN(C(=S)Nc2cccc([N+](=O)[O-])c2)CC1 | -9%
CN1CCN(C(=O)/C(=C\c2cccc([N+](=O)[O-])c2)NC(=O)c2cccs2)CC1 | -20%
CCOc1ccc(C(=O)NCC(=O)OCc2csc(-c3ccccc3)n2)cc1 | 2%
Cc1c(NC(=O)c2cc(-n3cnnc3)ccc2Cl)cccc1-c1nc2ccccc2o1 | 9%
CCc1cc(Cl)c(OC)c(C(=O)NC[C@@H]2CCCN2CC)c1O | 1%[25.7 µM]
COc1ccc(OCC(=O)NNC(=O)C2CCCO2)cc1 (configuration not stated) | 12%
CCOc1ccccc1NC(=O)COC(=O)CN(C)S(=O)(=O)c1ccc(C)cc1 | 19%
O=C(c1ccc(Cl)cc1)C1CCCN(C(=O)c2csnn2)C1 (configuration not stated) | 1%[57.5 µM]
COc1ccc(N2CCN(S(=O)(=O)c3cc(C)ccc3OC)CC2)cc1 | ?
O=C(O/N=C1\CCS(=O)(=O)c2sccc21)C1CC1 | -8%
COc1ccc(NC(=S)NC(C)C(c2ccccc2)N2CCOCC2)cc1 (configuration not stated) | 4%
COc1cc(C(=O)N/N=C/C2CC=CCC2)cc(OC)c1OC (configuration not stated) | -5%
Cc1cc(NC(=O)c2ccc(NC(=O)c3cccs3)cc2)no1 | -3%
COc1ccc(C(=O)CCC(C)(C)[N+](=O)[O-])cc1OC | 0%
CCN1CCN(CCc2nc3cc(NC(=O)COc4ccc(Cl)cc4)ccc3n2C)CC1 | -12%[57.5 µM]
Cc1ccc(S(=O)(=O)NC(=O)N(C)C2CCCCC2)cc1 | 2%[57.5 µM]
CCC(=O)Nc1nc(-c2ccccc2)nc(SC)c1C(C)=O | 3%
Cc1ccc(N=Nc2c(N)nn(-c3ccccc3)c2N)cc1 | -7%
Cn1c(CCNC(=O)c2ccco2)nc2cc(NC(=O)C3CCCCC3)ccc21 | -8%
Cc1ccc(-c2cnc(NCc3cc4c(cc3[N+](=O)[O-])OCO4)n2C)cc1C | 2%
COc1ccc(/C=C2\SC(=N)N(c3ccc(F)cc3)C2=O)cc1OC | 1%
CCOC(=O)C1=C(C)NC2=C(C(=O)CCC2)C1c1ccc(O)c(OCC)c1 (configuration not stated) | 0%
CS(=O)(=O)c1ccc2nc(NC(=O)CS(=O)(=O)Cc3ccccc3)sc2c1 | 25%
Nc1ccc(Cl)cc1C(=O)OCC(=O)NC1CCS(=O)(=O)C1 (configuration not stated) | 13%[57.5 µM]
OCC1(Cc2ccccc2Cl)CCN(C/C=C/c2ccccc2)CC1 | -4%
COc1ccc2c(c1)C(SCC(=O)NCCc1ccccc1)CC(C)(C)O2 (configuration not stated) | -1%
COc1ccc2[nH]c(=O)c(CN(C)C(=O)c3cccs3)cc2c1 | -26%[57.5 µM]
C=CCn1c(SCCN2CCCC2)nc2c([nH]c3ccccc32)c1=O | ?
Cc1ccc(NC(=O)C(=O)NCC2CCCO2)cc1C (configuration not stated) | 0%
CN(C)c1ccc(/C=N/NC(=O)c2cccc(C(=O)N/N=C/c3ccc(N(C)C)cc3)n2)cc1 | -1%
COC(=O)c1sc2nc3c(cc2c1N)CCCC3 | 10%

Next part; the last five above are carried over.
SMILES | ERK EGF inh
COc1ccc2[nH]c(=O)c(CN(C)C(=O)c3cccs3)cc2c1 | -26%[57.5 µM]
C=CCn1c(SCCN2CCCC2)nc2c([nH]c3ccccc32)c1=O | ?
Cc1ccc(NC(=O)C(=O)NCC2CCCO2)cc1C (configuration not stated) | 0%
CN(C)c1ccc(/C=N/NC(=O)c2cccc(C(=O)N/N=C/c3ccc(N(C)C)cc3)n2)cc1 | -1%
COC(=O)c1sc2nc3c(cc2c1N)CCCC3 | 10%
O=C(O)CCCC(=O)N1CCCC1 | 3%
O=S(=O)(c1ccc(S(=O)(=O)N2CCC3(CC2)OCCO3)cc1)N1CCCC1 | -10%[57.5 µM]
CCC(=O)Nc1ccc(NC(=O)CSc2nnc(-c3ccc(O)cc3)n2CC2CCCO2)cc1 (configuration not stated) | -9%
Cc1ccc(NC(=S)NCc2ccc3c(c2)cc(C)n3C)c(C)c1 | -2%
Cc1cc(NS(=O)(=O)c2ccc(NC(=S)NC(=O)c3ccc(Br)cc3)cc2)no1 | -1%
CN1CCC(N(C)C(=O)c2cc(=O)c3ccccc3o2)CC1 | -2%
CCOc1ccc(NC(=O)CCNS(=O)(=O)c2ccc3c(c2)CCC(=O)N3)cc1 | 1%
COC(=O)c1nn(-c2ccc(OC)cc2)c(=O)cc1NN | 1%
O=C(N/N=C/c1cc(Cl)cc([N+](=O)[O-])c1O)NC12CC3CC(CC(C3)C1)C2 | ?
CN1CCN(S(=O)(=O)c2cccc(C(=O)O)c2)CC1 | 3%[57.5 µM]
COCCN(C(=O)CCC(=O)Nc1ccccn1)C(C(=O)NC1CCCC1)c1ccc(OC)cc1 (configuration not stated) | -7%
CCCC(=O)NC(c1ccc(OCC)cc1)c1ccc(OC)c(OC)c1 (configuration not stated) | 6%[57.5 µM]
Cc1nn(Cc2ccccc2)c(Cl)c1/C=N/NC(=O)CNc1cccc(C(F)(F)F)c1 | 6%
N/C(=N\OC(=O)c1cc(Br)ccc1Cl)c1cccnc1 | -9%
Cc1ccc(OC(=O)Nc2ccccc2)cc1 | -4%
O=C(Cn1nc(C(=O)O)c2ccccc2c1=O)c1c[nH]c2ccccc12 | -7%[57.5 µM]
COc1ccc(S(=O)(=O)N(CCC(=O)O)Cc2ccccc2)cc1 | -5%
C#C[C@@]1(O)CCC2C3CCc4cc(O)ccc4C3CC[C@@]21C (some centres not stated) | 6%
Cc1ccc([N+](=O)[O-])c(OCCN2CCC(Cc3ccccc3)CC2)c1 | -5%
CCN(C1CCS(=O)(=O)C1)S(=O)(=O)c1cccc([N+](=O)[O-])c1 (configuration not stated) | -3%
CC(C)CNC(=O)c1ccccc1NC(=O)CN(c1ccccc1)S(=O)(=O)N(C)C | 0%
Cc1nnc(SCC(N)=O)n1CCc1ccccc1 | -2%
CCN(CC)CCNC(=O)c1ccc(CS(=O)(=O)c2ccc(Br)cc2)o1 | -2%
COc1ccc(/C=N/NC(=O)c2ccc(CSc3nc(C)cc(C)n3)cc2)c(OC)c1OC | 7%
COc1cc(CN2CCNC(=O)C2CC(=O)N(C)Cc2cccnc2)cc(OC)c1 (configuration not stated) | -4%
COc1ccccc1-c1cn[nH]c1-c1ccc(OCc2ccccc2F)cc1O | ?
CCCC(=O)Nc1c(-c2ccccc2)c(=O)c(C)nn1-c1ccccc1 | -3%[57.5 µM]
CCN1CCN(CC(=O)N2N=CCC2c2ccccc2)CC1 (configuration not stated) | 2%[57.5 µM]
CCOc1ccc(CNC(=O)CCCc2cn(C)c3ccccc23)cc1OC | 1%
O=C(CN(Cc1cccs1)C(=O)CNS(=O)(=O)c1ccccc1)NC1CCCC1 | -5%
Cc1ccc(Nc2nc(NCCCN3CCOCC3)nc(N)c2[N+](=O)[O-])cc1 | 11%
Cc1ccc2[nH]c(=O)c(Cc3ccccc3)c(O)c2c1 | -15%[57.5 µM]
CC1(C)CC(=O)C(C(=O)CCCCC(=O)C2C(=O)CC(C)(C)CC2=O)C(=O)C1 | -12%[57.5 µM]
COc1ccc(/C=C2\N=C(c3ccccc3)NNC2=O)cc1 | 3%[57.5 µM]
CCCCC[C@H](O)/C=C/[C@@H]1[C@H]2C/C(=C/CCCC(=O)O)C[C@H]2C[C@H]1O | -1%
CCC1OC(=O)CC(O)C(C)[C@@H](O[C@@H]2OC(C)[C@H](O[C@@H]3C[C@@](C)(O)C(O)C(C)O3)C(N(C)C)C2O)[C@H](CC=O)CC(C)C(=O)/C=C/C(C)=C/[C@@H]1COC1OC(C)C(O)C(OC)[C@@H]1OC (some centres not stated) | 12%
CC(C)=CCC/C(C)=C/C=N/NC(=O)c1ccc([N+](=O)[O-])cc1 | -3%
CCC(C)(C)NC(=O)C(Sc1ccccc1)c1ccccc1 (configuration not stated) | -2%[57.5 µM]
CCOc1cc(C2/C(=C(/O)c3ccc(OC)cc3)C(=O)C(=O)N2CC2CCCO2)ccc1O (configuration not stated) | -10%[57.5 µM]
CCOC(=O)c1c(C)[nH]c(N=Nc2ccc(OC)cc2)c1C | ?
COc1ccc(N2C(=O)NC(NC(=O)c3cccnc3)(C(F)(F)F)C2=O)cc1 (configuration not stated) | -2%
CCCCNC1=NCCS1 | -7%
COc1ccc(/C=C/C(=O)NCCc2nc3ccccc3[nH]2)cc1 | 29%[57.5 µM]
CCCCC/C=C\C[C@@H](O)/C=C/C=C/C=C\[C@@H](O)CCCC(=O)O | -9%
CCCCC[C@H](O)/C=C/[C@H]1[C@H](O)CC(=O)[C@@H]1C/C=C\CCCC(=O)O | ?

The last 3 records of the section above come first, to join the parts:
SMILES | ERK EGF inh
COc1ccc(/C=C/C(=O)NCCc2nc3ccccc3[nH]2)cc1 | 29%[57.5 µM]
CCCCC/C=C\C[C@@H](O)/C=C/C=C/C=C\[C@@H](O)CCCC(=O)O | -9%
CCCCC[C@H](O)/C=C/[C@H]1[C@H](O)CC(=O)[C@@H]1C/C=C\CCCC(=O)O | ?
COc1cc2c(=O)c(-c3ccc(O)cc3)coc2cc1OC1OC(CO)C(O)C(O)C1O (configuration not stated) | -19%
Cc1ccc(CN2CCN(C3CCCC3)C(CCO)C2)s1 (configuration not stated) | 10%
COc1cc(C2NC(=S)NC(C)=C2C(=O)c2ccccc2)ccc1O (configuration not stated) | 3%
CC(=O)c1sc(-c2ccccc2)cc1NS(=O)(=O)c1ccccc1 | 13%[57.5 µM]
COc1ccc2c(c1)[nH]c1c(=O)n(/N=C/c3ccc(OC)c(CN4CCCCC4)c3)cnc12 | -11%[57.5 µM]
COCCn1cnc2c(c1=O)c1nc3ccccc3nc1n2/N=C/c1ccc(OC)c(OC)c1 | -5%[57.5 µM]
Cc1ccc(Oc2nc3ccccn3c(=O)c2/C=C(\C#N)C(=O)Nc2c(C)n(C)n(-c3ccccc3)c2=O)c(C)c1 | -1%
O=[N+]([O-])c1cccc(C2=NCCS2)c1 | 9%
CN(C)C(=O)N1CCNCC1 | 1%

Another view of some results above:
| SMILES | ERK EGF inh |
| --- | --- |
| CCOC(=O)c1c(C)[nH]c(N=Nc2ccc(OC)cc2)c1C | ? |
| COc1ccc(N2C(=O)NC(NC(=O)c3cccnc3)(C(F)(F)F)C2=O)cc1 (configuration not stated) | -2% |
